# NR2E3 ag-1 – agonists of human NR2E3 nuclear receptor; CHO-S Gal4-NCOR/VP16-NR2E3 two-hybrid, luciferase; inhibition of corepressor binding, % at 3.98 µM; 0.35% of 360,000 active; AID 602229;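 active = inhibition above the mean of all tested compounds plus 3 SD, cut at about 70% in these data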;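 note: 0% = DMSO with NR2E3 transfected cells and 100% = cells lacking NR2E3 construct; higher means lower luciferase signal from less NR2E3 corepressor binding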
# Target sequence (Q9Y5X4 whole entry, looked up, the tested form may be a part): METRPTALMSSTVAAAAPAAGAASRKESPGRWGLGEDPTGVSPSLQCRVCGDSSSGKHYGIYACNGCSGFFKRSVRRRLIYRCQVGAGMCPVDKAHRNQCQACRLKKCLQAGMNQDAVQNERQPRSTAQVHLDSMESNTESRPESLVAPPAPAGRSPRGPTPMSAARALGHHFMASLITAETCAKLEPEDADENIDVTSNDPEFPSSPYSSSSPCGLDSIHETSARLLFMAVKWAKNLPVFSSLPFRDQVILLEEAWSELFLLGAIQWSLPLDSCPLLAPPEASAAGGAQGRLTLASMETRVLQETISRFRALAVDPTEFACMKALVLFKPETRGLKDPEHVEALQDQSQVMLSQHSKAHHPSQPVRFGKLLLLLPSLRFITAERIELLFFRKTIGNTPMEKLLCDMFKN
# CF NFkB block – blocks PAF-induced NF-kB reporter in cystic fibrosis cells; KKLEB NF-kB-GFP reporter, GFP fluorescence overnight; inhibition, % at 5 µM; 0.86% of 360,000 active; AID 588850;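 active = at least 50% inhibition at 5 µM, scaled per plate between neutral and stimulator controls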;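 note: PAF is a Pseudomonas aeruginosa culture filtrate used as stimulus; plate controls were PAF-stimulated DMSO wells for no effect and unstimulated DMSO wells for full effect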
# PDI inh – PDI (human) enzyme inhibition; PDI insulin aggregation turbidity, A650, 90 min; inhibition, % at 10 µM; 0.052% of 350,000 active; AID 588391;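 active = mean inhibition across replicates of 30% or more, whatever share of single replicates reach that level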;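 note: absorbance from insulin aggregation driven by PDI reduction with DTT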
# Target sequence (P07237 whole entry, looked up): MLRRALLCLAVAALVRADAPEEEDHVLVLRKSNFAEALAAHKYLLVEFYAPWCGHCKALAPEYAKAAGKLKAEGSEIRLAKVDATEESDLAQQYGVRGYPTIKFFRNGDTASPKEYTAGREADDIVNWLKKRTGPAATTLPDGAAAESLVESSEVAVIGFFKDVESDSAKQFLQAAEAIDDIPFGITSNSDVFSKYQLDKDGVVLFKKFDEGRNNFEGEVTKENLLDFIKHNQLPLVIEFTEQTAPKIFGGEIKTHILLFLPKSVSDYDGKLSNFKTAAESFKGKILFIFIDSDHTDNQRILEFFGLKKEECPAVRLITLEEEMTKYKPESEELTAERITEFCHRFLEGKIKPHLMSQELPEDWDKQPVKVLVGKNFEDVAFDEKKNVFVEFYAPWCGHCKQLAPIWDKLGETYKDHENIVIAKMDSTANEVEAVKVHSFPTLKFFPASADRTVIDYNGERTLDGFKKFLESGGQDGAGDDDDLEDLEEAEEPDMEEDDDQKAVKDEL
# NR2E3 ag-2 – activates human photoreceptor nuclear receptor NR2E3; 0.12% of 320,000 active; GST-NR2E3/biotin-RetCOR TR-FRET, 1536-well; Q9Y5X4; AID 2300; inhibition of corepressor binding, % at 4.78 µM;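 active = percent inhibition above the cutoff of mean plus 3 SD of all tested compounds, set per screening campaign, cut at about 20% in these data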;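 note: 0% = DMSO wells and 100% = biotin wells as full block of FRET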
#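 Format: 1536-well format; test system: GST-NR2E3 and biotin-RetCOR proteins; read-out basis: percent inhibition of TR-FRET ratio; timing: 5 h incubation at 4 °C; detection: time-resolved FRET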
# Shn3 inh set2 – Schnurri-3 reporter inhibition in Clone20 osteoblasts; 0.52% of 360,000 active; AID 588674; inhibition, % at 12.5 µM; Clone20 osteoblast Shn3 3'UTR firefly luciferase, 24 h;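 active = mean inhibition of at least 75% with every replicate also reaching 75%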;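 note: 0% = median of neutral control wells and 100% = pilot-screen positive control compound; some compounds past the cut are filed as inactive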
# TRPM1 prom inh – reduces MITF-dependent TRPM1 promoter luciferase signal; SK-MEL-5 TRPM1 promoter luciferase, 24 h; inhibition, % at 12.5 µM; 0.83% of 330,000 active; AID 488899;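 active = mean inhibition across replicates of 60% or more, whatever share of single replicates reaches that level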; note: values of inactives mirror those of a sister screen read the other way
# KKLEB cytotox – CF airway cell cytotoxicity counter-screen; KKLEB CF airway cells viability, ATPlite luminescence, overnight; active compounds read low; cells stimulated with P. aeruginosa culture filtrate; activity change (cytotoxicity), % at 5 µM; 0.36% of 360,000 active;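 active = corrected activity change at or below -50% at 5 µM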
# Vif imaging – HIV Vif inhibition. inhibition, % at 7.49 µM. 0.35% of 340,000 active. HEK293T cells, Vif self-association by quenched fluorescence, imaging, 24 h; in the data active = inhibition above about 50%, passing the limit was not always enough; note: some results filed as inactive read as strong as hits
# HIF-2a inh – HIF-2a inhibition | 786-0 RCC cells HIF-2a reporter, luciferase luminescence, overnight | 0.72% of 360,000 active | AID 624352 | inhibition, % at 18.8 µM;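 active = inhibition of the luminescence signal of 40% or more relative to plate controls, in a single-dose primary screen at 18.75 µM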
# CaV13 FRET inh – Disruptors of the CACNA1D IQ motif to Ca2+-dependent inactivation inhibitor domain association, primary screening, Förster resonance energy transfer in intact living …. HEK cells, CFP/YFP FRET ICDI-IQ, plate reader, 10 min; percent FRET-ratio fall versus neutral wells. inhibition, % at 12.3 µM. 0.098% of 340,000 active;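 active = mean replicate inhibition of at least 30% and at least 1% of replicates passing that level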;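 note: 0% = median of the neutral control wells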
# Peg3 prom inh – Peg3 promoter activity inhibition | HeLa PEG-Prom luciferase reporter, luminescence, overnight | inhibition, % at 20 µM | 1.7% of 360,000 active | AID 588405;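 active = inhibition of at least 50% at 20 µM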
# Starred values were filed as active, the others as inactive; . = not tested or not shown.
(1) CCOC(=O)N1C(=O)NC(=O)C1c1ccc(OC)cc1 (configuration not stated)
(2) Cc1ccc(C(=O)CSc2nnc(C3CC3)n2C2CC2)s1
(3) CCNC(=S)N(CCc1c(C)[nH]c2ccc(C)cc12)Cc1cc(OC)c(OC)c(OC)c1
(4) CCCCS(=O)(=O)N1CCCC(C(=O)Nc2ccc3c(c2)CCC3)C1 (configuration not stated)
(5) O=c1nc(SCc2ccc(Cl)cc2)nc(-c2ccccc2)[nH]1
(6) CC(C)C[C@H](NC(=O)[C@@H]1Cc2c([nH]c3ccccc23)C2c3ccccc3C(=O)N21)C(=O)N1CCC[C@@H]1C(=O)O (some centres not stated)
(7) Cc1nnc(NC(=O)CC(NC(=O)C(F)(F)F)c2ccccc2)s1 (configuration not stated)
(8) COCCN(C(=O)CCC(=O)Nc1ccccn1)C(C(=O)NCCC(C)C)c1ccc(F)cc1 (configuration not stated)
(9) CCCCOC(=O)Nc1sc2c(c1C(=O)OC)CCC2
(10) CC(/C=N/NC(=O)c1ccccc1F)=C\c1ccccc1
Screen / compound no.	1	2	3	4	5	6	7	8	9	10
NR2E3 ag-1	17.7	-25.9	-15.2	-25.0	13.4	-4.5	1.5	3.9	-25.3	-181.6
CF NFkB block	-11.5	3.9	9.5	-6.8	-8.6	10.4	-1.9	0.2	6.7	-24.1
PDI inh	-5.9	2.8	-1.3	-6.8	-2.6	.	0.8	7.1	-4.2	-2.7
NR2E3 ag-2	.	2.7	-0.9	1.5	-0.9	-4.1	2.4	5.5	-2.1	-7.0
Shn3 inh set2	-6.3	-54.2	37.3	-25.6	6.1	-3.7	-14.3	10.5	-4.0	-73.6
TRPM1 prom inh	-0.4	.	.	-5.9	-1.0	29.1	2.4	-3.3	17.9	-92.3
KKLEB cytotox	-7.8	1.2	-2.3	0.4	-20.3	-4.8	12.4	-7.0	7.4	15.6
Vif imaging	5.6	-1.9	-10.8	-5.7	-2.3	-1.6	-0.8	3.6	19.1	2.9
HIF-2a inh	10.7	-178.0	10.5	-49.5	10.2	5.2	-19.9	12.9	3.9	-317.0
CaV13 FRET inh	-5.1	-4.0	-6.0	.	3.9	.	-4.9	-5.0	-4.8	.
Peg3 prom inh	-4.6	-206.7	0.8	-28.2	14.3	8.3	-49.6	4.6	9.4	-272.5

# Ordered by heavy-atom count (descending): 8 of the compounds above.
(6) CC(C)C[C@H](NC(=O)[C@@H]1Cc2c([nH]c3ccccc23)C2c3ccccc3C(=O)N21)C(=O)N1CCC[C@@H]1C(=O)O (some centres not stated)
(8) COCCN(C(=O)CCC(=O)Nc1ccccn1)C(C(=O)NCCC(C)C)c1ccc(F)cc1 (configuration not stated)
(3) CCNC(=S)N(CCc1c(C)[nH]c2ccc(C)cc12)Cc1cc(OC)c(OC)c(OC)c1
(4) CCCCS(=O)(=O)N1CCCC(C(=O)Nc2ccc3c(c2)CCC3)C1 (configuration not stated)
(7) Cc1nnc(NC(=O)CC(NC(=O)C(F)(F)F)c2ccccc2)s1 (configuration not stated)
(5) O=c1nc(SCc2ccc(Cl)cc2)nc(-c2ccccc2)[nH]1
(10) CC(/C=N/NC(=O)c1ccccc1F)=C\c1ccccc1
(9) CCCCOC(=O)Nc1sc2c(c1C(=O)OC)CCC2
Screen / compound no.	6	8	3	4	7	5	10	9
NR2E3 ag-1	-4.5	3.9	-15.2	-25.0	1.5	13.4	-181.6	-25.3
CF NFkB block	10.4	0.2	9.5	-6.8	-1.9	-8.6	-24.1	6.7
PDI inh	.	7.1	-1.3	-6.8	0.8	-2.6	-2.7	-4.2
NR2E3 ag-2	-4.1	5.5	-0.9	1.5	2.4	-0.9	-7.0	-2.1
Shn3 inh set2	-3.7	10.5	37.3	-25.6	-14.3	6.1	-73.6	-4.0
TRPM1 prom inh	29.1	-3.3	.	-5.9	2.4	-1.0	-92.3	17.9
KKLEB cytotox	-4.8	-7.0	-2.3	0.4	12.4	-20.3	15.6	7.4
Vif imaging	-1.6	3.6	-10.8	-5.7	-0.8	-2.3	2.9	19.1
HIF-2a inh	5.2	12.9	10.5	-49.5	-19.9	10.2	-317.0	3.9
CaV13 FRET inh	.	-5.0	-6.0	.	-4.9	3.9	.	-4.8
Peg3 prom inh	8.3	4.6	0.8	-28.2	-49.6	14.3	-272.5	9.4

# (cont.)
(11) Cc1cc(NC(=O)C(C)SCC(=O)Nc2cccc(S(=O)(=O)N3CCCCCC3)c2)no1 (configuration not stated)
(12) CCN(CC)S(=O)(=O)c1ccc2c(c1)[nH]c(=S)n2CC
(13) O=C(COC(=O)C1=COCCO1)Nc1ccc2c(c1)OCO2
(14) COc1ccc(C(=O)N2CCN(c3ncccn3)CC2)cc1
(15) Cc1ccsc1CCNC(=O)C1CCC(=O)N(CCc2cccc(F)c2)C1 (configuration not stated)
(16) CN(CC(=O)Nc1ccc(Cl)cc1)C(=O)c1cccc(S(=O)(=O)N(C)C)c1
(17) Cc1cc(-n2c(C)cc(C(=O)COc3ccc(Cl)cc3C(N)=O)c2C)no1
(18) OCCC1CN(Cc2nc3ccccc3s2)CCN1C1CCCC1 (configuration not stated)
(19) COc1cccc(CN(C)CC(=O)Nc2ccccc2C(=O)Nc2ccccc2)c1OC
(20) Cc1c(Cl)cccc1NC(=O)NCc1ccccn1
Screen / compound no.	11	12	13	14	15	16	17	18	19	20
NR2E3 ag-1	3.0	-7.8	-20.1	-6.1	-73.4	-10.2	-2.5	-5.5	-11.8	-39.5
CF NFkB block	-3.0	2.0	-19.5	-14.0	5.8	1.8	-6.2	-4.9	6.9	-2.0
PDI inh	6.0	-1.4	5.0	-0.3	-3.2	-5.1	-1.2	5.2	4.1	-5.2
NR2E3 ag-2	.	-1.0	3.8	1.8	-1.1	-1.2	.	2.8	2.5	-0.6
Shn3 inh set2	9.7	-5.0	-21.5	-23.4	-167.3	-18.2	55.6	.	7.5	-7.6
TRPM1 prom inh	18.1	-15.3	-3.9	-8.7	-90.2	2.0	.	2.1	-10.9	0.3
KKLEB cytotox	1.9	-1.2	5.2	9.7	2.9	-4.2	4.8	2.3	-3.8	-5.0
Vif imaging	-15.6	0.4	6.6	1.7	2.0	.	-5.9	4.9	4.9	4.3
HIF-2a inh	6.2	9.1	-76.1	2.3	-228.3	10.9	7.2	16.0	0.7	-51.2
CaV13 FRET inh	-5.5	-8.6	-6.9	.	-4.8	-4.6	-5.2	0.0	-2.5	-6.1
Peg3 prom inh	12.8	-1.8	-66.5	12.9	-203.3	8.2	17.0	10.8	11.1	-31.6

(21) CN1C(=O)[C@H]2[C@@H](c3ccc(C(F)(F)F)cc3)N[C@]3(CCCN(CC4CCCCC4)C3=O)[C@H]2C1=O
(22) O=C(NCc1ccncc1)C(=O)Nc1ccc2c(c1)OCO2
(23) O=C(NC1CCCCC1)C(CCc1ccccc1)N1CCc2ccccc2C1 (configuration not stated)
(24) CCCCn1c(-c2nonc2NC(=O)c2ccccc2Cl)nc2ccccc21
(25) CC(C)c1ccc2nc(SCC(=O)NCC3CCCO3)c(C#N)cc2c1 (configuration not stated)
(26) CCCCOc1ccc(NC(=O)[C@@H]2CCCN2C(=O)C2CCN(S(=O)(=O)c3ccc(C)cc3)CC2)cc1
(27) COc1ccc(S(=O)(=O)N2CCCCC2)cc1NC(=O)C1CC1
(28) COc1ccc(-n2nnnc2C(c2cc3ccccc3o2)N2CCN(C/C=C/c3ccccc3)CC2)cc1 (configuration not stated)
(29) CCOCCCn1c(-c2ccc(Cl)cc2)n[nH]c1=S
(30) COc1cc(N=Nc2ccc(C(=O)N(C)C)cc2)c(C)cc1N
Screen / compound no.	21	22	23	24	25	26	27	28	29	30
NR2E3 ag-1	-25.0	-7.5	-5.5	-7.6	-43.0	8.0	-6.8	2.5	1.8	-25.8
CF NFkB block	4.9	-11.7	7.9	36.6	-3.9	-1.2	1.0	-15.4	1.5	4.2
PDI inh	1.4	-6.1	.	-7.5	9.6	-3.0	-4.1	.	2.3	-16.9
NR2E3 ag-2	.	3.9	.	.	3.8	0.3	1.2	.	-1.9	.
Shn3 inh set2	24.0	5.5	-16.1	89.3*	-28.0	-13.1	-12.6	6.8	1.9	-26.6
TRPM1 prom inh	.	-18.5	.	16.9	-58.1	4.8	8.7	.	-5.3	-3.0
KKLEB cytotox	-24.6	10.3	-19.8	-30.5	2.0	0.4	15.6	7.0	2.5	8.6
Vif imaging	-3.0	4.4	1.4	3.5	-5.8	-0.5	.	.	-4.8	-15.2
HIF-2a inh	9.7	-19.6	-1.3	-19.9	-87.0	3.1	7.0	-3.9	10.9	-147.6
CaV13 FRET inh	-8.7	2.4	.	-2.1	-2.4	-2.4	-15.3	-4.6	-6.9	-4.1
Peg3 prom inh	2.0	-37.4	4.6	21.5	-73.1	3.6	6.2	7.6	8.8	-149.1

(31) CCN1CCN(C(=O)c2ccc(CS(=O)(=O)Cc3ccccc3C)o2)CC1
(32) COC(=O)C1=C(C)NC(=S)NC1c1ccc(-c2ccccc2C(=O)OC)o1 (configuration not stated)
(33) O=C(NC(=S)N1CCCc2ccccc21)c1ccc(Cl)cc1
(34) O=C(N/N=C/c1cc(Br)c(O)c(Br)c1)C1CC1
(35) O=C(O)c1cccc(N2C(=O)c3cccc4cccc(c34)C2=O)c1
(36) CSc1ccc(CN(C)CC(=O)Nc2ccc(C)cc2Br)cc1
(37) COc1ccc(CNC(=O)CS(=O)CC(=O)O)cc1OC (configuration not stated)
(38) CCOC(=O)N1CCC(NC(=O)c2ccc3snnc3c2)CC1
(39) Cc1cccc(-c2noc(CN(C)C(=O)c3ccc4c(c3)OCO4)n2)c1
(40) COc1ccc(C(=O)NC2CCC(O)CC2)cc1S(=O)(=O)NCc1ccc(Cl)cc1 (configuration not stated)
Screen / compound no.	31	32	33	34	35	36	37	38	39	40
NR2E3 ag-1	-12.6	-9.7	-61.7	-8.4	21.1	-7.1	-15.5	-25.0	-2.0	-16.9
CF NFkB block	7.0	11.7	-10.2	-8.7	-30.8	4.8	7.6	-3.2	4.6	-10.0
PDI inh	1.2	0.6	-12.9	-24.6	4.7	16.1	13.1	.	-9.7	-1.9
NR2E3 ag-2	-0.9	-0.6	-2.3	-2.0	.	-2.1	1.0	1.2	2.8	3.9
Shn3 inh set2	10.0	13.8	25.2	-4.9	-28.3	15.2	-4.8	-0.9	1.0	11.0
TRPM1 prom inh	8.6	12.0	4.3	-4.6	-6.5	14.8	-4.4	.	-0.9	4.6
KKLEB cytotox	-7.2	2.3	-0.4	2.1	-3.0	-10.2	-5.0	3.9	8.3	2.9
Vif imaging	5.7	-0.9	4.4	-8.0	-8.6	5.0	23.6	.	37.4	-5.9
HIF-2a inh	-1.0	20.6	-142.2	7.1	15.1	11.9	11.6	10.5	-13.9	-2.3
CaV13 FRET inh	-6.7	-2.9	-5.6	-4.1	-12.0	-4.5	4.8	-6.0	-6.7	-2.1
Peg3 prom inh	-13.2	10.2	-152.1	8.7	-17.9	3.0	5.2	8.0	4.5	0.1
